# From PubChem
# mHTT-CaM PPI inh = mHTT-calmodulin interaction abrogation; P42858; AlphaScreen His-mHTT/GST-CaM binding, luminescence; inhibition, % at 15 µM; actives 3.6% (n = 190,000); AID 1671202;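 also: 0% = both proteins with DMSO and 100% = one protein alone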
# Pf apPOL block = Pf-apPOL DNA polymerase inhibition. Recombinant Pf-apPOL, molecular beacon fluorescence, 1.5 h. inhibition, % at 10 µM. actives 0.25% (n = 210,000)
# * = called active by the depositor; i = inactive; nt = no result given. Rule as the data show it: active = inhibition above about 50%; inactive = the rest. Only part of the results is shown. The share of hits here may be higher or lower than overall.
SMILES,mHTT-CaM PPI inh,Pf apPOL block
Cc1ccc2oc(-c3cccc(NC(=O)c4ccccc4Cl)c3)nc2c1,1,0
O=C(COc1ccccc1Cl)NC1CCCCCC1,-12,2
c1ccc(CCc2nc(-c3ccncc3)no2)cc1,-9,-4
CC(C)N1CCN(C(=O)C2CCCN(c3cn[nH]c(=O)c3)C2)CC1 (configuration not stated),3,0
O=C(NCCO)C1=Cc2ccccc2OC=C1,3,-6
CN(C)S(=O)(=O)N1CCc2nc3cc(-c4ccccc4)[nH]n3c(=O)c2C1,-2,-2
CN1CCN(C(=O)/C=C/c2ccc3c(c2)OCO3)CC1,3,-2
CCN(CC)C(=O)C1CCCN(Cc2ccc(Cl)c(Cl)c2)C1 (configuration not stated),-4,-6
CC(C)CC(C)NC(=O)c1cc(N2CCCC(C)C2)nc2ccccc12 (configuration not stated),-30,-7
Cc1cccc(NC(=O)CSc2nc3c(cc2C#N)C(=O)CC(C)(C)C3)c1,-6,-5
CC(=O)N1c2ccccc2N(Cc2ccc(Cl)c(Cl)c2)C(=O)C1(C)C,-4,-10
COc1ccc(N(C(=O)C(C)C)C2C=CS(=O)(=O)C2)cc1 (configuration not stated),-1,-3
COC(=O)[C@@H]1C[C@@H](O)CN1,-2,nt
COC(=O)c1ccc(Oc2c(C)oc3c4c(ccc3c2=O)OCN(CC2CCCO2)C4)cc1 (configuration not stated),3,-4
CCOc1ccc(N2CCN(C(=O)c3ccccc3)C(C)C2=O)cc1 (configuration not stated),-2,-1

# Some of the entries so far, with two lines to a compound.
# Values run as follows: mHTT-CaM PPI inh | Pf apPOL block
CC(=O)N1c2ccccc2N(Cc2ccc(Cl)c(Cl)c2)C(=O)C1(C)C
→ -4 | -10
COc1ccc(N(C(=O)C(C)C)C2C=CS(=O)(=O)C2)cc1 (configuration not stated)
→ -1 | -3

# Remaining list, next part
SMILES,mHTT-CaM PPI inh,Pf apPOL block
Cc1[nH]n(-c2ccccc2)c(=O)c1-c1ccccc1,2,-2
Cn1c(=O)c2c(nc(CN3CCN(c4ccc(F)cc4)CC3)n2CC(N)=O)n(C)c1=O,2,-3
O=C(Nc1ccc2ncnc(N3CCCCC3)c2c1)c1ccccc1Br,44,-1
O=C(c1ccccc1)N1CCN(Cc2ccccc2Br)CC1,8,-2
O=c1[nH]nc(-c2ccccc2)c2cc3c(-c4ccccc4)n[nH]c(=O)c3cc12,-5,-10
O=C(NC1CCCCC1)NC1CCN(C(=O)C2CCC2)C1 (configuration not stated),-4,-3
COc1ccccc1N1CCN(C2C3CC4CC(C3)CC2C4)CC1 (configuration not stated),-10,-2
O=C(OCc1cc(-c2cc3ccccc3o2)on1)c1cc(=O)c2ccccc2o1,5,1
Cc1ccc(O)c(C(=O)C=Cc2ccccc2Cl)c1,17,-3
COc1ccc(CNS(=O)(=O)c2ccccc2Br)c(OC)c1,-8,-6
CCC(CC)C(=O)Nc1c2c(nn1C(C)(C)C)CS(=O)C2 (configuration not stated),-4,0
O=C(NCc1ccc(Cl)cc1)c1cc2ccccc2c(=O)o1,-3,-3
CCCCNC(=O)c1cc2cc3ccc(OC)cc3nc2o1,6,-1
Cc1ccccc1C(=O)Nc1cc(C(=O)O)cc(C(=O)O)c1,0,0
CCOC(=O)c1ccc(NC(=O)c2noc3c2CCCC3)cc1,-6,-4
CCOC(=O)c1ccsc1NC(=O)c1ccc([N+](=O)[O-])cc1,2,-1
Cc1ccc2c(c1)/C(=C/c1ccc(Cl)cc1)C(=O)N2,36,-2
O=C(Nc1ccc(F)cc1)c1ccccc1F,-3,2
CCc1cccc(NC(=O)c2cccc(OC)c2)c1,-21,0
Cc1ccccc1C1CCCN1C(=O)NCCc1ccccc1 (configuration not stated),-3,-4
Cc1c([N+](=O)[O-])c([N+](=O)[O-])nn1CC(=O)N1CCOCC1,2,-1
COc1ccc(-n2nc3ccc(NC(=O)c4ccccc4OC)cc3n2)cc1,-14,-6
COc1cc([N+](=O)[O-])ccc1NC(=O)c1ccno1,-7,-1
NS(=O)(=O)c1ccc(NC(=O)c2ccc(-c3ccccc3)cc2)cc1,10,-13
OC1(C(F)(F)F)CC(C=Cc2ccc3c(c2)OCO3)=NN1 (configuration not stated),nt,-17
COc1ccc(CNS(=O)(=O)c2ccc3c(c2)CC(C)N3C(C)=O)cc1 (configuration not stated),-3,-3
CC(=O)Nc1nc(C)c(-c2csc(NCc3ccccc3)n2)s1,39,-12
Cc1cc2c(cc1C)NC(c1ccsc1)C1=C(CC(C)(C)CC1=O)N2 (configuration not stated),6,-9
CS(=O)(=O)N1CCC(C(=O)N(Cc2ccsc2)Cc2ccco2)CC1,-12,-6
CCN(C(=O)Cc1ccccc1)C1CCCCC1,-4,-6
CC(C)(C)c1ccc(C2=NC(C)(C)N(CC(=O)Nc3ccc(F)c(Cl)c3)C2=O)cc1,-5,-8
N#CC1=C(N)Oc2nc[nH]c(=O)c2C1c1cccs1 (configuration not stated),-6,nt
CCOC(=O)C1Oc2ccccc2C(c2ccccc2)=C1C(C)=O (configuration not stated),-9,-13
C=C1CCN([C@@H](CC(C)C)C(=O)Nc2nc3ccc(Cl)cc3s2)S(=O)(=O)c2ccccc21,94*,-4
O=C(Nc1cc(Cl)ccc1Cl)c1ccncc1,-1,-11
OCCNc1nc(-c2ccccc2Cl)nc2ccccc12,5,0
CCCn1ncc(N2CCC(C(=O)NCCN3CCCCCC3)CC2)cc1=O,17,-4
CCC(C)(C)c1ccc(OCC(N)=O)c(C(C)(C)CC)c1,19,-10
FC(F)(F)c1ccc(/C=N\n2c(-c3ccccc3)n[nH]c2=S)cc1,i,nt
C[N+](C)(C)CC(N)=O,nt,-8
COc1ccc2c(=O)ccccc2c1OC,8,nt
Cc1nn(Cc2nc(-c3cccs3)no2)c(C)c1Br,-14,nt
O=C(NCCC1=CCCCC1)c1ccc(N2CCCCS2(=O)=O)cc1,4,-2
O=C(Nc1ccc(F)c(F)c1)c1cc(S(=O)(=O)N2CCc3ccccc3C2)ccc1F,-4,-6
CCc1cc(C(=O)N2CCCC2)nc2cc(-c3ccsc3)nn12,-3,-6
CC(=O)Nc1ccc2nc(N3CCC(C(=O)NC(C)C)CC3)cc(C)c2c1,-10,-2
Cc1cc(S(=O)(=O)NCc2ccc3c(c2)OCO3)c(Cl)cc1Cl,-2,-10
CCCc1cc(C2CCCN2C(=O)NCC(=O)OCC)no1 (configuration not stated),0,-9
O=C(c1cnn2cccnc12)N1CCCC1c1cccc(F)c1 (configuration not stated),19,0
CCS(=O)(=O)N1CCC(C(=O)NCCc2csc(-c3cccs3)n2)CC1,-2,16
CCOc1ccc(NC(=O)c2c(NC(=O)CCC(=O)O)sc3c2CCC3)cc1,14,-2
Cn1c(=O)c2c(nc(N3CCCCCC3)n2CCSc2ncccn2)n(C)c1=O,1,2
CCCN1CCN(C(=O)c2ccc3ncnc(N4CCCCC4)c3c2)CC1,8,-6
CCOC(=O)c1c(C(C)(C)C)oc2ccc(OS(C)(=O)=O)cc12,-62,0
O=C(CCn1ccc(=O)[nH]c1=O)OCc1cc(-c2ccc3c(c2)OCCO3)on1,3,-1
COc1ccc(C2CC(c3cc(OC)c(OC)c(OC)c3)n3ncnc3N2)cc1 (configuration not stated),2,1
Cc1ccccc1NC(=O)N1CCCC1c1c(C)noc1C (configuration not stated),-2,-1
N#Cc1ccc(NC(=O)c2noc3c2CCCCC3)cc1,-7,-2
Cc1ccc(NC(=O)C2CCCN(c3nccnc3Oc3ccccc3)C2)cc1F (configuration not stated),-9,-7
C=CCn1c(SCC(=O)NCc2ccccc2)nc2scc(-c3cccs3)c2c1=O,-1,-3

# New compounds follow.
SMILES,mHTT-CaM PPI inh,Pf apPOL block
CC(C)NC(=O)c1ccc(OCC2CCN(C(=O)c3cccs3)CC2)cc1,-1,-3
COc1ccc(C(=O)NCc2nc3ccccc3n2Cc2ccccc2F)cc1OC,58*,1
O=c1c2scc(-c3ccc(F)cc3)c2ncn1Cc1ccncc1,-4,-8
CC1CCC(NC(=O)CN2C(=O)/C(=C/c3ccccc3F)Sc3ccccc32)CC1 (configuration not stated),6,-4
Cc1cc(C)n(-c2nnc(-n3nc(C)cc3C)nn2)n1,11,nt
COCCN(CCOC)c1nc(-c2ccc(Cl)cc2)nc2ccccc12,-42,-16
COc1ccc(C(=O)Nc2ccc(-n3nncc3-c3ccc(OC)cc3)cc2)cc1,17,0
Cc1ccccc1OCC(=O)N1CCC2(CC1)NC(=O)N(Cc1ccc(Cl)cc1)C2=O,14,-5
CC(=O)Nc1ccc(S(=O)(=O)N(CC2C(C)C=C(C)CC2C)C2CCCCC2)cc1 (configuration not stated),14,-8
Cc1nc(N2CCOCC2)c2c(C)c(C(=O)Nc3ccc(C)c(Cl)c3)sc2n1,-2,-15
CCCCS(=O)(=O)CC(O)CSc1nc(C)cc(C)c1C#N (configuration not stated),-5,-1
COc1ccc(-c2ncc3c(n2)CCN(C(=O)C2CCCO2)C3)cc1 (configuration not stated),4,-4
C[C@@H]1[C@H](c2ccccc2)OCCS(=O)(=O)N1Cc1ccccc1Br,-7,-1
NC(=O)C1CCN(C2CC(=O)N(c3ccc(OC(F)(F)Cl)cc3)C2=O)CC1 (configuration not stated),3,-2
COc1cccc(C(=O)N2C(C(=O)NC(C)C)COC23CCC(C)CC3)c1 (configuration not stated),-6,-5
COc1ccc(-c2cc(C(=O)Nc3cc([N+](=O)[O-])ccc3OC)c3ccccc3n2)c(OC)c1,-5,0
CC1([N+](=O)[O-])COC(c2cccc([N+](=O)[O-])c2)OC1 (configuration not stated),1,33
CC(C)C1=CC2=CCC3C(C)(C(=O)O)CCCC3(C)C2CC1 (configuration not stated),nt,-10
CCc1ccccc1NC(=O)C1(C)Oc2cccnc2N(CC)C1=O (configuration not stated),-10,-2
CN(C)C(=O)C1c2ccccc2CC(=O)N1Cc1ccccc1 (configuration not stated),-7,-2
COc1ccccc1/C=C1\SC(N2CC(C)OC(C)C2)=NC1=O (configuration not stated),2,-6
CCCC1CCC2(CC1)CC[C@@H]2OC(=S)NCc1cccc(OC)c1 (some centres not stated),-39,-5
CCCn1cc(C2=CCN(C(=O)Nc3cccc(Cl)c3C)CC2)c2cccnc21,39,0
O=C(NCc1ccccn1)c1ccc([N+](=O)[O-])cc1,-3,-8
COc1ccc(NCc2ccc(OC)c(C)c2)cc1,52*,-7
Cc1ccc(C2Oc3ccccc3C3=C2C(c2cccs2)n2ncnc2N3)cc1 (configuration not stated),38,-4
COc1cccc(/C=C2/NC(=O)N(Cc3ccc(F)cc3)C2=O)c1OCc1cccc(C(=O)O)c1,11,-8
Cc1ccc(NC(=O)COc2ccc(Cl)cc2C)c(Br)c1,-10,1
Fc1cc2c(c(Cn3c4ccccc4c4nc5ccccc5nc43)c1)OCOC2,-10,-2
COc1nn(-c2nc(-c3ccccc3)cc(C(F)(F)F)n2)cc1[N+](=O)[O-],0,-5
O=C(CSc1nc2ccccc2[nH]1)Nc1c(Cl)cccc1Cl,2,-4
O=C(NCc1ccccc1)c1sc2sccc2c1Cl,nt,-12
CC1(C)CC(=O)C(CC2=C(O)CC(C)(C)CC2=O)=C(O)C1,-5,-12
COc1ccc(S(=O)(=O)N2CCSC2c2ccc(Br)cc2)cc1 (configuration not stated),-43,6
O=C1OC2(CCCC2)OC(=O)C1=Cc1ccc(OCc2ccccc2F)cc1,-4,-1
O=[N+]([O-])c1ccc(N2N=C(c3ccccc3)CC2c2ccccc2O)cc1 (configuration not stated),99*,2
N#Cc1sc2nc(-c3ccccc3)ccc2c1N,-42,-6
C=CCNC(=O)c1ccc(N(Cc2ccccc2Cl)S(C)(=O)=O)cc1,2,2
O=C(c1cn(-c2cccc(F)c2)nn1)N1CCN(Cc2ccccc2)CC1,5,1

# Structures from the list above that contain an aryl methoxy group (21):
SMILES,mHTT-CaM PPI inh,Pf apPOL block
COc1ccc(N(C(=O)C(C)C)C2C=CS(=O)(=O)C2)cc1 (configuration not stated),-1,-3
COc1ccccc1N1CCN(C2C3CC4CC(C3)CC2C4)CC1 (configuration not stated),-10,-2
COc1ccc(CNS(=O)(=O)c2ccccc2Br)c(OC)c1,-8,-6
CCCCNC(=O)c1cc2cc3ccc(OC)cc3nc2o1,6,-1
CCc1cccc(NC(=O)c2cccc(OC)c2)c1,-21,0
COc1ccc(-n2nc3ccc(NC(=O)c4ccccc4OC)cc3n2)cc1,-14,-6
COc1cc([N+](=O)[O-])ccc1NC(=O)c1ccno1,-7,-1
COc1ccc(CNS(=O)(=O)c2ccc3c(c2)CC(C)N3C(C)=O)cc1 (configuration not stated),-3,-3
COc1ccc2c(=O)ccccc2c1OC,8,nt
COc1ccc(C2CC(c3cc(OC)c(OC)c(OC)c3)n3ncnc3N2)cc1 (configuration not stated),2,1
COc1ccc(C(=O)NCc2nc3ccccc3n2Cc2ccccc2F)cc1OC,58*,1
COc1ccc(C(=O)Nc2ccc(-n3nncc3-c3ccc(OC)cc3)cc2)cc1,17,0
COc1ccc(-c2ncc3c(n2)CCN(C(=O)C2CCCO2)C3)cc1 (configuration not stated),4,-4
COc1cccc(C(=O)N2C(C(=O)NC(C)C)COC23CCC(C)CC3)c1 (configuration not stated),-6,-5
COc1ccc(-c2cc(C(=O)Nc3cc([N+](=O)[O-])ccc3OC)c3ccccc3n2)c(OC)c1,-5,0
COc1ccccc1/C=C1\SC(N2CC(C)OC(C)C2)=NC1=O (configuration not stated),2,-6
CCCC1CCC2(CC1)CC[C@@H]2OC(=S)NCc1cccc(OC)c1 (some centres not stated),-39,-5
COc1ccc(NCc2ccc(OC)c(C)c2)cc1,52*,-7
COc1cccc(/C=C2/NC(=O)N(Cc3ccc(F)cc3)C2=O)c1OCc1cccc(C(=O)O)c1,11,-8
COc1nn(-c2nc(-c3ccccc3)cc(C(F)(F)F)n2)cc1[N+](=O)[O-],0,-5
COc1ccc(S(=O)(=O)N2CCSC2c2ccc(Br)cc2)cc1 (configuration not stated),-43,6
